Compound activity from PubChem.
Glioma ERSR ind: induces the endoplasmic reticulum stress response in human glioma cells; U87-MG GRP78 promoter luciferase reporter, 16 h; Potency, µM, for the others: top-dose activation, most hits filed as activators; hit rate 0.02% among 420,000; further: potency means the concentration at half of the fitted maximal effect; series mostly up to about 76 µM; % of control where 0% means no effect; nearly all actives have a fitted effect of over 35% in size
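ERSR induction read as luciferase luminescence (Bright-Glo, 10 min at room temperature) in stably transfected human U87-MG glioma cells exposed to compounds for 16 h, using GRP78 as sensor.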
IDH1 R132H inh: blocks human mutant IDH1 R132H enzyme; O75874; IDH1-R132H enzyme, NADPH consumption, diaphorase/resazurin fluorescence; Potency, µM (titrated, usually from 76.6 µM), inactives show at the highest dose activity change, negative = inhibition, actives largely listed as inhibitors; hit rate 0.093% among 390,000; further: potency means the concentration at half of the fitted maximal effect; on the % scale 0 is the no-effect control and ±100 the full control effect; nearly all actives have a fitted effect of over 65% in size
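IDH1-R132H (0.5 ug/mL) preincubated 30 min with compound, then NADPH (0.016 mM) and alpha-KG (2 mM) added; 80 min at RT, pH 7.5. Remaining NADPH coupled via diaphorase/resazurin to fluorescence (540/590 nm); concentration-response curves normalized to no-enzyme control.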
LDHA block: LDHA (human) enzyme inhibition | hit rate 0.15% among 480,000 | purified LDHA, NADH/diaphorase-resazurin fluorescence; hits give low values | activity change, % (values are at about 110 or 230 µM); in the data active means activity change below about -30%; inconclusive means mostly about -25% to -30%;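 further: plate controls were DMSO wells for no effect and wells without enzyme for full effect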
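Human LDH5 at 2 nM final in Tris HCl pH 7.4 with 0.06 mM NADH and 0.2 mM pyruvate, reacted 5 minutes at room temperature. Remaining NADH coupled via diaphorase/resazurin; resorufin fluorescence read at 0 and 20 minutes, normalized to enzyme-free and DMSO wells.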
Vif-A3F inh: Vif-A3F binding inhibition; HeLa A3F-eYFP + Vif (tagged APOBEC3F with the HIV-1 protein that degrades it), YFP fluorescence increase; Potency, µM (titrated, usually from 46.1 µM), inactives show at the highest dose activity, negative = active; hit rate 0.2% among 390,000; further: potency means the concentration at half of the fitted maximal effect; % of control where 0% means no effect; nearly all actives have a fitted effect of over 65% in size
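Fluorescence increase (Ex 488/Em 500-530) after overnight compound treatment at 37 deg C flags inhibition of Vif-driven A3F-eYFP loss in stable HeLa A3F-eYFP/Vif cells seeded overnight beforehand.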
TrxR1 substrate: substrates of rat thioredoxin reductase 1; O89049; purified TrxR1 substrate turnover, NADPH consumption readout; Potency, µM (doses to about 114 µM), for inactives: at the highest dose activity change, negative = substrate turnover; hit rate 0.01% among 390,000; AID 588456; further: potency means the concentration at half of the fitted maximal effect; on the % scale 0 is the no-effect control and ±100 the full control effect; nearly all actives have a fitted effect of over 50% in size
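Rat TrxR1, dispensed at 90 nM, was prereduced with 400 uM NADPH (final) for 5 min at ~22 deg C, then incubated with compound 15 min before 400 uM selenite. A first-read NADPH fluorescence drop versus no-compound background flagged substrates.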
rTrxR1 inhibitor: inhibitors of rat thioredoxin reductase 1; O89049; recombinant rTrxR1, NADPH fluorescence consumption, selenite substrate; Potency, µM (doses to about 114 µM), inactives show at the highest dose activity change, negative = inhibition, usual class: inhibitors; hit rate 1% among 390,000; further: potency means the concentration at half of the fitted maximal effect; on the % scale 0 is the no-effect control and ±100 the full control effect; nearly all actives have a fitted effect of over 65% in size
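Rat TrxR1 (90 nM in the dispensed reagent) was pre-reduced with 400 uM NADPH for 5 min at room temperature, then incubated with compound for 15 min. After 400 uM selenite was added, NADPH fluorescence (Ex 340/Em 450 nm) was followed for 8 min.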
RGS4 inhibitor: blocks human RGS4-accelerated GTP hydrolysis; Potency, µM (titrated, usually from 114 µM), for the others: top-dose activity change, negative = inhibition, most hits filed as inhibitors; P49798; hit rate 0.039% among 390,000; Transcreener GDP fluorescence polarization, RGS4-accelerated GTP hydrolysis; further: potency means the concentration at half of the fitted maximal effect; on the % scale 0 is the no-effect control and ±100 the full control effect; nearly all actives have a fitted effect of over 75% in size; some results filed as inactive show a strong effect at the top dose
Target sequence (P49798 whole entry, looked up): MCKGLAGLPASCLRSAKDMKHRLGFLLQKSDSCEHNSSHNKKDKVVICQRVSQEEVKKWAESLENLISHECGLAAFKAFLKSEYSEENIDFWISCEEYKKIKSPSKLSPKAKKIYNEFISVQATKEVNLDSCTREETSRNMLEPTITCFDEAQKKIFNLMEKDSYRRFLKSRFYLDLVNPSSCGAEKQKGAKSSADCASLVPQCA
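MLSMR compounds (23 nl, pin-transferred) preincubated 10 min at room temperature with a 500nM (2x) first reagent, then RGS4 at 900nM (2x) plus Transcreener GDP mix added; fluorescence polarization (620/688 nm) read before and after 90 min at 30 °C.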
Vif-A3G inh: blocks the Vif interaction with human APOBEC3G; Q9HC16; Potency, µM (doses to about 46.1 µM), for the others: at the highest dose activity, negative = active, most hits filed as inhibitors; hit rate 0.076% among 410,000; HeLa A3G-eYFP + Vif (tagged APOBEC3G with the HIV-1 protein that degrades it), YFP fluorescence, overnight;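 further: potency means the concentration at half of the fitted maximal effect; on the % scale 0 is the no-effect control and ±100 the full control effect; nearly all actives have a fitted effect of over 60% in size; hits raise eYFP signal because A3G escapes Vif-driven loss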
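HeLa cells stably expressing Vif and C-terminally eYFP-tagged A3G, seeded overnight at 37 deg C, then exposed to compound by pintool overnight at 37 deg C. Rise in yellow fluorescence (Ex 488/Em 500-530, Acumen) marks blocked Vif-driven A3G degradation.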
USP1-UAF1 inh: USP1/UAF1 (human) deubiquitinase inhibition; O94782; recombinant USP1/UAF1, Ub-Rhodamine cleavage fluorescence; Potency, µM (doses to about 57.1 µM), without a hit: at the highest dose activity change, negative = inhibition, actives largely listed as inhibitors; hit rate 0.23% among 390,000; AID 743255; further: potency means the concentration at half of the fitted maximal effect; on the % scale 0 is the no-effect control and ±100 the full control effect; nearly all actives have a fitted effect of over 60% in size; inactives centre near -12
Target sequence (O94782 whole entry, looked up): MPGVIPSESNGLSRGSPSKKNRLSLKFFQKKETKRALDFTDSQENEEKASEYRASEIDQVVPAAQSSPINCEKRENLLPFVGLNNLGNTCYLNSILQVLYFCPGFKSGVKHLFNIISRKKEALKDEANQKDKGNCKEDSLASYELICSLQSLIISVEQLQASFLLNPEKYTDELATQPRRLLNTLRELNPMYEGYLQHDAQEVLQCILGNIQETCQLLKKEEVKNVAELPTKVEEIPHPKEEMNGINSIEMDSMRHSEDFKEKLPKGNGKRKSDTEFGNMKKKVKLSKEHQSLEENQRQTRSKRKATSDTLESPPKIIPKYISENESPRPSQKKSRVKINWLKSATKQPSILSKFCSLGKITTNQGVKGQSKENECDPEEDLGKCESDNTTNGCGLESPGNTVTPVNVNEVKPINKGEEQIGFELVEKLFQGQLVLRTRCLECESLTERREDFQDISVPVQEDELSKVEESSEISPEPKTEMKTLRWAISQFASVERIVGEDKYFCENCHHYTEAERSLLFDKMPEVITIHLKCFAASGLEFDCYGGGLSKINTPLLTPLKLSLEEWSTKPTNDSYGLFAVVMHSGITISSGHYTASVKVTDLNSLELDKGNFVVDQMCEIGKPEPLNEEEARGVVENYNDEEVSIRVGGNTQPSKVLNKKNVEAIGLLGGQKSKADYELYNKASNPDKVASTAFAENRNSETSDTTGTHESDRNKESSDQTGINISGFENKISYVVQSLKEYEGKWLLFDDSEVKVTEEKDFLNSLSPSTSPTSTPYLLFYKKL
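High-throughput fluorogenic screen: 1nM USP1/UAF1 complex, Ub-Rho substrate 150nM final, 50mM HEPES pH 7.8 with 0.5mM EDTA, 0.1 mg/ml BSA, 1mM TCEP and 0.01% Tween-20.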
* hit, by the source's call; ? = inconclusive; / = not tested or not shown; & = joins results of further samples; [ ] = remark or other dose. Unless noted, the call rests on the fitted dose curve; in most records, active means well fitted curve in the direction sought with a large enough effect; inconclusive means small, poorly fitted or top-dose-only effect, or another doubt; inactive means no such curve, though single readings can be large; an effect the other way counts as inactive or inconclusive. This is a subset (hit frequency here may not be typical).

No.	molecule	Glioma ERSR ind	IDH1 R132H inh	LDHA block	Vif-A3F inh	TrxR1 substrate
1	O=C(COC(=O)c1nc(Cl)ccc1Cl)NCCc1ccccc1	1%	-1%	-8	1%	-13%[57.1 µM]
2	O=C(C1CCCO1)N1CCN(S(=O)(=O)c2ccc(Br)cc2)CC1 (stereo not given)	-1%	-11%	-8	-2%	1%
3	COc1cccc(-n2c(-c3ccco3)nc3c(cnn3-c3ccccc3C)c2=O)c1	0%	6%	4	1%	0%
4	C#CC1(NC(=O)NC(C)(C)C)CCCCC1	-3%	0%	-2	-1%	3%
5	COC(=O)C(C)Sc1nc2c(c(=O)n(C)c(=O)n2C)n1CCC(C)C (stereo not given)	-4%	3%	-2	-15%	10%[57.1 µM]
6	CN1Cc2c(N3CCOCC3)nc3sc(C(=O)c4ccc(Br)cc4)c(N)c3c2CC1(C)C	-7%	2%	6	0%	-4%
7	ClCCn1cnc2c(SCc3ccccc3Cl)ncnc21	3%	1%	-2	0%	-2%[2.29 µM]
8	N#CCC(=O)c1sccc1-n1cccc1	-3%	-2%	12	1%	1%[57.1 µM]
9	COC(=O)COc1ccc(S(=O)(=O)N2CCCCCC2)cc1	-4%	5%	-9	4%	8%[57.1 µM]
10	CCN(CC)c1ccc(NC(=O)CN2CCN(CC(=O)Nc3ccc(Cl)cc3)CC2)cc1	1%	0%	6	5%	-1%[57.1 µM]
11	Cc1ccc(C)c(N2CCN(c3nc4ccccc4c4nc(CCn5nc(C)cc5C)nn34)CC2)c1	-3%	-15%	-3	-8%	-5%
12	CCC(=O)Nc1ccc(C(=O)OCc2ccc(Cl)c(Cl)c2)cc1	-2%	-2%	-1	2%	-6%
13	O=C(CN1c2ccccc2Sc2ccccc21)NNC(=O)Nc1cccc(Cl)c1	-5%	0%	-2	19%	2%
14	CCOc1ccc(Cn2c(=O)oc3ccccc32)cc1	-3%&-4%	-1%&8%	-7&-9	-3%&0%	-3%&1%
15	C[C@H](CO)N1C[C@H](C)[C@@H](CN(C)C(=O)c2cc(-c3ccccc3)on2)OCc2cnnn2CCCC1=O	-4%	0%	-1	-2%	/

No.	rTrxR1 inhibitor	RGS4 inhibitor	Vif-A3G inh	USP1-UAF1 inh
1	18%	-1%	1%	1%
2	4%	38%	1%	-1%
3	22%	-3%	4%	?
4	24%	1%	3%	-15%
5	0%[57.1 µM]	-6%	-2%	-13%
6	17%[57.1 µM]	-26%	-8%	-16%
7	-3%[57.1 µM]	16%	4%	-6%
8	7%[57.1 µM]	1%	-1%	-16%
9	8%	-24%	-2%	-6%
10	8%[57.1 µM]	-10%	2%	-19%
11	17%	23%	-4%	-14%
12	-9%[0.457 µM]	14%	0%	2%
13	14%	-13%	?	-15%
14	1%&6%	5%&1%	-9%&-2%	-22%&-14%
15	/	/	0%	-12%

Next entries
No.	molecule	Glioma ERSR ind	IDH1 R132H inh	LDHA block	Vif-A3F inh	TrxR1 substrate
16	COc1ccc(OC)c(S(=O)(=O)N2CCC(C(=O)NCc3cccnc3)CC2)c1	1%	-1%	-8	2%	-5%[57.1 µM]
17	COc1ccc2nc(SCC(=O)N3CC(=O)Nc4ccccc43)c(C#N)cc2c1	-3%	8%	-2	22µM*	-4%
18	C=CCN(Cc1ccc(OC)c(OC)c1)C(=O)N1CCOCC1	0%	-7%	-9	3%	8%
19	Cc1c(CC(=O)O)c(=O)oc2cc(OCc3ccc(F)cc3Cl)ccc12	0%	4%	-2	5%	302%[activator]
20	O=C(COC(=O)/C=C/c1ccccc1[N+](=O)[O-])NC(=O)NC1CCCC1	-3%	0%	-4	-1%	-1%
21	Cc1cn(C(=O)c2ccccc2)c(=S)n1-c1ccc(Br)cc1	0%	3%	2	-1%	24%[57.1 µM]
22	CCC(C)NC(=O)CSc1nc2n[nH]c(C)c2c(=N)n1-c1cc(Cl)ccc1C (stereo not given)	0%	-19%	-2	1%	2%[57.1 µM]
23	Cc1ccc2nc(NC(=O)C3CCCN(S(=O)(=O)c4cnc[nH]4)C3)sc2c1 (stereo not given)	1%	1%	-3	-1%	-10%
24	COc1cccc(CSc2nc(-c3ccccc3F)nc3c2Cc2c(CO)cnc(C)c2O3)c1	-2%	-1%	-4	1%	7%
25	CC(C)CN(CC(C)C)CC(O)Cn1cc(/C=C/C(=O)c2ccccc2)c2ccccc21 (stereo not given)	-5%	1%	0	?	-13%
26	CC1CCC2(CC1)NC(=O)N(CC(=O)NCc1ccco1)C2=O (stereo not given)	-1%	-6%	-3	-6%	/
27	Cc1cccc2c1OCC/C2=N\NC(=O)COc1ccccc1	7%	2%	-2	0%	4%
28	O=C(c1ccc(S(=O)(=O)N2CCCCC2)cc1)N1CCN(c2ccccc2F)CC1	-3%	3%	-5	-11%	-7%
29	Cc1ccccc1COC(=O)c1cc([N+](=O)[O-])ccc1N1CCOCC1	-1%	2%	2	-9%	-9%
30	CC1(C)CC(=O)C=C(/C=C/c2ccccc2)C1	0%	-12%	0	3%	-5%[57.1 µM]

No.	rTrxR1 inhibitor	RGS4 inhibitor	Vif-A3G inh	USP1-UAF1 inh
16	-11%[57.1 µM]	13%	3%	-10%
17	-9%	-23%	10µM*	-8%
18	27%	-15%[56.9 µM]	-1%	-20%
19	73%[activator]	1%	0%	-19%
20	-1%	-34%	3%	-23%
21	22%[57.1 µM]	12%	3%	-10%
22	18%[57.1 µM]	10%	-1%	13%
23	-5%	-1%	1%	0%
24	?	3%	-3%	-5%
25	-3%	-16%	3%	?
26	/	/	1%	-14%
27	8%	17%	-9%	-10%
28	2%[57.1 µM]	-2%	-2%	-8%
29	10%	4%	?	-16%
30	15%[57.1 µM]	3%	3%	-23%

(cont.)
No.	molecule	Glioma ERSR ind	IDH1 R132H inh	LDHA block	Vif-A3F inh	TrxR1 substrate
31	Cc1onc(-c2ccccc2)c1C(=O)n1cc(Br)cn1	-7%	3%	-8	-15%	8%
32	O=C(CCS(=O)(=O)c1ccc(Cl)cc1)N1CCN(c2ccc(F)cc2)CC1	-3%	-10%	2	-3%	-4%
33	COc1cccc(-c2cc(C(=O)NCCc3ccc(C)cc3)[nH]n2)c1	-4%	14%	1	0%	-5%
34	Cc1ccc(S(=O)(=O)n2ccc3c(OCCOCCNCc4ccc(F)cc4)cccc32)cc1	-15%	7%	-4	-1%	9%[57.1 µM]
35	COc1ccc(OC)c(S(=O)(=O)NC(C)c2cnn(-c3ccccn3)c2C)c1 (stereo not given)	-2%	7%	2	5%	0%
36	Cc1ccc(C)c(NC(=O)C(CC(=O)O)Cc2ccccc2)c1 (stereo not given)	-1%	11%	-5	9%	-8%
37	CC1CCN(S(=O)(=O)c2cccc(C(=O)N(Cc3ccccc3)c3ccccn3)c2)CC1	-2%	-12%	-9	8%	-4%
38	O=C(OCc1nnc(-c2ccccc2)o1)c1cn(-c2ccccc2)nc1-c1ccccc1	-1%	9%	-5	-1%	7%[57.1 µM]
39	C[C@@H]1CCCCO[C@H](CN(C)S(=O)(=O)c2cn(C)cn2)[C@H](C)CN([C@@H](C)CO)C(=O)c2cc(NC(=O)c3ccccc3)ccc2O1	-5%	-4%	-3	-2%	/
40	CC(=O)c1c(C)[nH]c(C(=O)NC2=NCCS2)c1C	3%	-1%	-6	-3%	-12%
41	Nc1ccc(C2(c3ccc(N)cc3)C(=O)Nc3ccccc32)cc1	-4%	-5%	-2	-12%	-10%
42	CC(=O)c1cc(-c2ccc(F)cc2)n(CC(=O)NCc2cccs2)c1C	0%	-1%	-3	7%	-5%[57.1 µM]
43	CCC(C(=O)Nc1sc(C(N)=O)c(C)c1C(=O)OC)c1ccccc1 (stereo not given)	1%	3%	3	-8%	-9%[57.1 µM]

No.	rTrxR1 inhibitor	RGS4 inhibitor	Vif-A3G inh	USP1-UAF1 inh
31	23%	-38%[56.9 µM]	-4%	-22%
32	-9%	-3%	-10%	1%
33	-5%	10%	1%	-15%
34	22%[57.1 µM]	-17%	-10%	-19%
35	2%	-31%	2%	-18%
36	11%[57.1 µM]	-2%	0%	-2%
37	0%	-8%	-1%	-23%
38	21%[57.1 µM]	9%	-1%	-7%
39	/	/	0%	9%
40	2%	11%[56.9 µM]	2%	-7%
41	13%	-12%	0%	1%
42	2%[57.1 µM]	5%	-4%	-6%
43	13%[57.1 µM]	-51%	-18%	-12%

Fetched by structure from the entries so far, three records:
No.	molecule	Glioma ERSR ind	IDH1 R132H inh	LDHA block	Vif-A3F inh	TrxR1 substrate
36	Cc1ccc(C)c(NC(=O)C(CC(=O)O)Cc2ccccc2)c1 (stereo not given)	-1%	11%	-5	9%	-8%
40	CC(=O)c1c(C)[nH]c(C(=O)NC2=NCCS2)c1C	3%	-1%	-6	-3%	-12%
42	CC(=O)c1cc(-c2ccc(F)cc2)n(CC(=O)NCc2cccs2)c1C	0%	-1%	-3	7%	-5%[57.1 µM]

No.	rTrxR1 inhibitor	RGS4 inhibitor	Vif-A3G inh	USP1-UAF1 inh
36	11%[57.1 µM]	-2%	0%	-2%
40	2%	11%[56.9 µM]	2%	-7%
42	2%[57.1 µM]	5%	-4%	-6%
